Screening data (PubChem BioAssay)
N370S GC = inhibits or activates N370S mutant glucocerebrosidase; P04062; N370S GC spleen homogenate, 4MU-glucoside fluorescence; Potency, µM (doses to about 59.4 µM), for inactives: at the highest dose activity change, negative = inhibition, actives largely listed as inhibitors; actives 0.092% (n = 330,000); AID 2101;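 note: 0% = full enzyme activity and -100% = no enzyme basal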
TDP1 block = inhibitors of human tyrosyl-DNA phosphodiesterase TDP1 | recombinant TDP1, AlphaScreen DNA substrate cleavage | Potency, µM (highest dose often 130 µM), without a hit: top-dose activity change, negative = inhibition, most hits filed as inhibitors | actives 0.28% (n = 350,000) | AID 485290; note: nearly all actives have a fitted effect of over 40% in size
Target sequence (Q9NUW8 whole entry, looked up): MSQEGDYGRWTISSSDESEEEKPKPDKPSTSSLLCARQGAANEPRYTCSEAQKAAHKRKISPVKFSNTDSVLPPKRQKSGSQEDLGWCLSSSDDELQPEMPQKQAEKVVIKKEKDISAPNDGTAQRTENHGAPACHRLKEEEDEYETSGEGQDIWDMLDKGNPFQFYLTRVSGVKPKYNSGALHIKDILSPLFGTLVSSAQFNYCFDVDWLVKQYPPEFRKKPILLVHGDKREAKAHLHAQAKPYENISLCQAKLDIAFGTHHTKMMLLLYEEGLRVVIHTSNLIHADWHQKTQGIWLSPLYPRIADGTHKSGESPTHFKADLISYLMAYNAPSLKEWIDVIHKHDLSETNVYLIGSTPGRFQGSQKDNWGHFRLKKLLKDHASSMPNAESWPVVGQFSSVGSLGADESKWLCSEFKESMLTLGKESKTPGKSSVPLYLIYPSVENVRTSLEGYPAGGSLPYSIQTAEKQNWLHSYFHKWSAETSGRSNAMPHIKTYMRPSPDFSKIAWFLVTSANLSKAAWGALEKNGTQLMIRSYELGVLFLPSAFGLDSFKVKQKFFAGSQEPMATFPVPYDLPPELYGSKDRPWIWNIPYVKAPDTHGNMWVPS
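Compounds were preincubated with Tdp1 (1 nM final) for 15 min at room temperature before substrate (15 nM final) started a 5 min reaction; beads (10 ug/ml final) were then added for 10 min before AlphaScreen detection.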
FEN1 inhibitor = human FEN1 inhibition; Potency, µM (highest dose often 114 µM), inactives show at the highest dose activity change, negative = inhibition, hits mostly inhibitors; Recombinant FEN1 flap cleavage, fluorescence, 15 min; actives 0.35% (n = 390,000); note: nearly all actives have a fitted effect of over 65% in size
Target sequence (P39748 whole entry, looked up): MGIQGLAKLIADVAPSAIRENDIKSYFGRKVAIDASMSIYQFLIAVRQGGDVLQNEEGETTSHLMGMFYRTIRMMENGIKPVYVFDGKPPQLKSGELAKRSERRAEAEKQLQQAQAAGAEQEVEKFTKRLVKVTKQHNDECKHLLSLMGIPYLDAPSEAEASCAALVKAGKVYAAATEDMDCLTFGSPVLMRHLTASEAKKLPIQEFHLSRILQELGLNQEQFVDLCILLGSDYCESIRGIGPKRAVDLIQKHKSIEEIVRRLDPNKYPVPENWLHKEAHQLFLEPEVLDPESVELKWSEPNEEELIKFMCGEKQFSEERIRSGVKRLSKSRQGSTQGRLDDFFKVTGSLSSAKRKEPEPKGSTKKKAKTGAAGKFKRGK
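Recombinant FEN1 (10 nM) was preincubated with pin-transferred compounds for 15 min at room temperature, then flap DNA substrate (50 nM final) was added. Plates were read at 0 and 15 min, and normalized concentration–response data were fitted to a four-parameter Hill equation.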
Starred values were filed as active, the others as inactive; u = inconclusive; x = not tested or not shown; & = joins results of further samples; [ ] = another dose, or the depositor's remark. Calls come from the whole dose curve; as a rule, active = well fitted curve in the direction sought with a large enough effect; inconclusive = small, poorly fitted or top-dose-only effect, or another doubt; inactive = no such curve, though single readings can be large; an effect the other way counts as inactive or inconclusive. Unless noted, % is set by controls: 0 for no effect and ±100 for the full control effect; potency is the fitted concentration of half-maximal effect.

Every second line gives: N370S GC, TDP1 block, FEN1 inhibitor
COc1ccc(-c2[nH]ncc2CNCC(C)(C)N2CCOCC2)cc1F
    8%, 3%, 1%
COc1ccc2c(c1)C(=O)c1ccccc1CO2
    15%, x, 3%
O=S(=O)(Nc1ccc(N2CCCCC2)cc1)c1cccc2cccnc12
    6%, 7%, -14%
CCN(CC)CCNCc1ccc(-c2ccc(Cl)cc2)o1
    -6%, 8%, 3%
Cc1ccc(NC(=S)C2=C(O)c3ccccc3N(C)S2(=O)=O)cc1
    -11%, -6%, -1%
COc1ccc(C)cc1NC(=O)CCS(=O)(=O)c1ccc2c(c1)CC(=O)N2C
    x, 5%, -1%
CC1(C)CC(=O)C2=C(C1)OC(N)=C(C#N)C21C(=O)N(CN2CCOCC2)c2ccccc21 (stereo not given)
    -8%, 1%, -2%
COc1ccc(C(=O)OCC(=O)NCC2CCCO2)cc1S(=O)(=O)N1CCCc2ccccc21 (stereo not given)
    -2%, -1%, -1%
CC(=O)c1sc(NC(=O)C(C)(C)C)nc1C
    -2%, -1%, 8%
Cc1ccc2nc(CSc3nnc4ccccn34)cc(=O)n2c1
    1%, 5%, -6%
Cc1cccc(NC(=S)NCCc2ccc3c(c2)OCCO3)c1C
    3%, 3%, -6%
CC12CN3CC(C)(CN(C1)C3c1c[nH]c3ccccc13)C2=O (stereo not given)
    -2%, 2%, -1%
N#CC1(N2CCN(C(=O)c3ccccc3)CC2)CCCCC1
    4%, -3%, -1%
CCCCn1c(SCC2CCCO2)nc2cc(S(N)(=O)=O)ccc21 (stereo not given)
    26%, 4%, -5%
CCCCNC(c1ccccc1)c1ccncc1 (stereo not given)
    0%, 5%, -2%
Cc1cc(S(=O)(=O)NCC(c2ccccc2)c2ccccc2)ccc1-n1cnnn1
    2%, 5%, -7%
CNC(=O)COC(=O)c1ccccc1NC(=O)c1ccco1
    4%, 0%, -11%
Cc1cc(N/N=C/c2ccncc2)nc2ccccc12
    -7%, -8%, u
CCCN(c1ccc(C(C)C)cc1)S(=O)(=O)c1ccc2c(c1)CCN2C(=O)CC
    x, -2%, 17%
Cc1cc(N2C(=O)CC(Cc3ccccc3)C2=O)no1 (stereo not given)
    6%[2.35 µM], 1%, -13%
COCCn1cnc2c(c1=O)c1nc3ccccc3nc1n2/N=C/c1ccc(OC)c(OC)c1
    -1%, -1%, -6%
COc1cc2ccccc2cc1C(=O)OCC(=O)N(C)c1c(N)n(Cc2ccccc2)c(=O)[nH]c1=O
    u, 0%, 6%
CCc1noc(C)c1C(=O)Nc1sc(C(=O)N(C)C)c(C)c1C(=O)OC
    -13%, 11%, -3%
COCCOC(=O)c1c(C)oc2cc(Br)c(OCC(N)=O)cc12
    9%, 1%, 2%
CC(C)COc1ccc(C(=O)N2CCN(CCc3ccncc3)CC2)cc1
    x, -3%, -9%
CN(C(=O)COC(=O)c1ccccc1SCC(=O)N1CCCC1)C1CCS(=O)(=O)C1 (stereo not given)
    -4%, -1%, -5%
Cc1noc(C)c1C(=O)N(CC(=O)Nc1ccc(Cl)c(C(F)(F)F)c1)Cc1ccco1
    x, 1%, -9%
CC(C)C(NS(=O)(=O)c1ccccc1)C(=O)NC1CCCC1 (stereo not given)
    -15%, 1%, 0%
O=C(CNC(=O)c1ccccc1)NCC(=O)OCC(=O)c1ccc(F)cc1
    0%, 3%, -3%
CC(C)(C)n1nnnc1C(c1ccncc1)N(Cc1ccccc1)Cc1ccco1 (stereo not given)
    9%, 12%, -8%
CC(=O)Nc1ccc(C(=O)N(C)c2ccccc2)cc1
    -1%, -7%, 2%
O=C1C(=O)N(CCN2CCOCC2)C(c2cccnc2)/C1=C(/O)c1ccc(Cl)cc1 (stereo not given)
    -2%, -2%, -4%
CCOC(=O)N1CCC(N2C(=O)c3ccc(C(=O)NCc4ccco4)cc3C2=O)CC1
    9%, 0%, -1%
CC[C@@H](C)[C@@H]1CN([C@@H](C)CN2CCC[C@H]2CN2C(N)=NC[C@@H]2Cc2ccccc2)C(=N)N1CCCC1CCCC1
    x, -7%, 6%
O=C(CSc1nnc(COc2cccc3cccnc23)o1)N1CCc2ccccc21
    1%, 2%, -12%
COc1ccccc1NC(=O)COc1ccc(Br)cc1CNCCCN1CCOCC1
    -17%, 3%, 16%
C[C@H](CO)N1C[C@H](C)[C@@H](CN(C)C(=O)Nc2ccc(C(F)(F)F)cc2)Oc2c(NC(=O)NC3CCCCC3)cccc2C1=O
    x, 1%, -21%
Cc1ccc(S(=O)(=O)Oc2ccc(C3C4=C(CCCC4=O)OC4=C3C(=O)CCC4)cc2)cc1
    0%, 4%, -9%
O=C(c1ccccc1)C1O[C@H]1c1ccccc1 (stereo not given in full)
    0%, 11%, x
CCCCn1nnc(N(C(=O)c2cccs2)C(=O)c2cccs2)n1
    16%, -1%, u
CCN1c2ccccc2-c2nc(SCC(=O)Nc3ccc(C)c(Cl)c3)ncc2S1(=O)=O
    x, 0%, -10%
O=C(Nc1sccc1C(=O)N1CCOCC1)c1cccnc1
    -3%, 0%, 7%
CC(=O)c1ccc(N2CCN(C(=O)c3ccc(Cn4c(=O)[nH]c5ccccc5c4=O)cc3)CC2)cc1
    x, 4%, -2%
Cc1onc(-c2ccccc2Cl)c1C(=O)N(C)CC(=O)Nc1ccc(F)c(F)c1F
    1%, -3%, 2%
CNc1nc(C23CC4CC(CC(C4)C2)C3)cs1
    -2%, 5%, -3%
COc1ccc(NC(=O)CSCc2cc(=O)n3nc(C4CC4)sc3n2)cc1
    u, 0%, 12%
CC(C)(CO)NS(=O)(=O)c1ccc2c(c1)C(=O)c1cc(S(=O)(=O)NC(C)(C)CO)ccc1-2
    -25%, x, -4%
CN(C(=O)COC(=O)CN1C(=O)c2ccccc2C1=O)c1c(N)n(Cc2ccccc2)c(=O)[nH]c1=O
    -22%, 0%[0.505 µM], 10%
COc1cc(/C=C/C(=O)O)ccc1S(=O)(=O)N1CCCc2ccccc21
    7%, 0%, 5%
Cc1cc(C)c2nc(-c3ccccn3)cc(C(=O)NCc3ccc(S(N)(=O)=O)cc3)c2c1
    3%, -3%, 0%
NCCNc1ccc([N+](=O)[O-])c(NC2CC2)c1
    -18%, 6%, -10%
C=CCOC(=O)C1=C(C)NC(SCC(N)=O)=C(C#N)C1c1ccc(C)cc1 (stereo not given)
    -15%, 0%, -26%
CCOC(=O)c1sc(=S)n(Cc2ccccc2)c1C
    0%, 3%, -19%
COc1ccc(C2N(C(C)=O)CCCN2S(=O)(=O)c2ccc(C)cc2)cc1 (stereo not given)
    -8%, x, 0%
CCOC(=O)c1sc2cccc(F)c2c1S(=O)(=O)Nc1ccccc1F
    x, 8%, -6%
CN(C)c1nc2c(c(=O)n(C)c(=O)n2C)n1Cc1ccccc1
    8%, 0%, -4%
Cc1noc(NC(=O)c2cccc(Cl)c2Cl)c1C#N
    -5%, 3%, -7%
CCOC(=O)c1c(C)[nH]c(C(=O)Nc2ccc3c(c2)OCO3)c1C
    -2%, 2%, x
NS(=O)(=O)c1cccc(NC(=O)COC(=O)CC2Sc3ccccc3NC2=O)c1 (stereo not given)
    x, 1%, 1%
CCOc1ccccc1NC(=O)Nc1nnc(N2CCCC(C)C2)s1 (stereo not given)
    x, 9%, 2%

Just N370S GC and FEN1 inhibitor (seven entries from above):
compound	N370S GC	FEN1 inhibitor
CCOC(=O)c1c(C)[nH]c(C(=O)Nc2ccc3c(c2)OCO3)c1C	-2%	x
Cc1cc(C)c2nc(-c3ccccn3)cc(C(=O)NCc3ccc(S(N)(=O)=O)cc3)c2c1	3%	0%
NS(=O)(=O)c1cccc(NC(=O)COC(=O)CC2Sc3ccccc3NC2=O)c1 (stereo not given)	x	1%
Cc1noc(NC(=O)c2cccc(Cl)c2Cl)c1C#N	-5%	-7%
NCCNc1ccc([N+](=O)[O-])c(NC2CC2)c1	-18%	-10%
CCOc1ccccc1NC(=O)Nc1nnc(N2CCCC(C)C2)s1 (stereo not given)	x	2%
CCOC(=O)c1sc(=S)n(Cc2ccccc2)c1C	0%	-19%

(list continues)
Every second line gives: N370S GC, TDP1 block, FEN1 inhibitor
CCOC(=O)c1c(C)[nH]c(C)c1S(=O)(=O)N(C)CC(=O)NCc1ccc(F)cc1
    -14%, 3%, -8%
Cc1cc2c3c(c1)C(C)(c1ccccc1)CC(C)(C)N3C(=O)C21C(C#N)=C(N)OC2=C1C(=O)CC(C)(C)C2 (stereo not given)
    u, 11%, 0%
COc1ccc(N2CCN(CCNC(=O)CCCn3c(=O)[nH]c4cc(Cl)ccc4c3=O)CC2)cc1
    -5%, 5%, 1%
CC1CCN(C(=O)CCCOc2cc(=O)n(C)c3ccccc23)CC1
    15%, -7%, 4%
O=[N+]([O-])c1ccc(N2CCN(c3ccccc3F)CC2)c(S(=O)(=O)N2CCOCC2)c1
    -2%, 8%, -2%
COc1ccc(NC(=O)CC(C)(C)C)c([N+](=O)[O-])c1
    2%, 3%, 7%
c1ccc(-c2nc3c4ccccc4ccn3c2CN2CCCCC2)cc1
    0%, x, -16%
CN1CCN(c2ccc(NC(=O)c3cccc(OCc4ccccc4)c3)cc2)CC1
    4%, 12%, 2%
CCCCNC(=O)CN1C(=O)COc2ccc(S(=O)(=O)N3CCCCCC3)cc21
    -12%, 3%&6%, 6%&7%
CCOc1ccccc1CN1CCN(CC2=Cc3cc(OC)ccc3OC2)CC1CCO (stereo not given)
    u, 0%, -16%
O=C(Nc1nc2ccccc2[nH]1)c1cccc(Cl)c1
    -7%, 4%, 21%
COc1ccc(/C=C/C(=O)NCc2cnn(C)c2C)cc1COc1ccc(Br)cc1
    -23%, 9%, 9%
Cc1onc(-c2c(F)cccc2Cl)c1C(=O)N(C)C1CCCCC1
    -17%, 2%, -8%
Cc1ccc(N=Nc2ccc(O)cc2)c(Br)c1
    3%, 13%, -16%
COc1ccc(OCCSc2nnc(Cc3cccc4ccccc34)n2N)cc1
    5%, -2%, -12%

The final 4 records of the part above come first, to join the parts.
Every second line gives: N370S GC, TDP1 block, FEN1 inhibitor
COc1ccc(/C=C/C(=O)NCc2cnn(C)c2C)cc1COc1ccc(Br)cc1
    -23%, 9%, 9%
Cc1onc(-c2c(F)cccc2Cl)c1C(=O)N(C)C1CCCCC1
    -17%, 2%, -8%
Cc1ccc(N=Nc2ccc(O)cc2)c(Br)c1
    3%, 13%, -16%
COc1ccc(OCCSc2nnc(Cc3cccc4ccccc34)n2N)cc1
    5%, -2%, -12%
COC(=O)C1=C(C)C(c2ccc(OC)cc2OC)NC(=O)N1 (stereo not given)
    -1%, 3%, 0%
Cc1cc(NC(=O)CSCC(=O)NCc2cccc(C(F)(F)F)c2)no1
    -14%, x, -3%
Cc1cc(C)cc(NC(=O)COC(=O)Cc2ccccc2F)c1
    x, -2%[56.1 µM], 5%
CCN(CC)C(=O)CSc1nnc(-c2ccco2)n1N
    3%, 2%, 9%
COc1ccc(S(=O)(=O)NCC(=O)N(CC(=O)NCC2CCCO2)c2ccccc2C)cc1 (stereo not given)
    3%, 2%, 2%
CC1=NN(c2nc(-c3ccccc3)cs2)C(=O)C1
    4%, 13%, 8%
CC(=O)c1cccc(NC(=O)C2CC(=O)N(c3cccc(C)c3C)C2)c1 (stereo not given)
    -9%, 5%, 3%
O=C(NNc1c(Cl)cc(Cl)cc1Cl)c1n[nH]c(=O)c2ccccc12
    24%, 4%, -6%
CCN(CC)CCNC(=O)/C(=C\c1cccn1C)NC(=O)c1cccs1
    9%, -3%, 8%
Cc1ccc(/C=C2\SC(=S)N(CCC(=O)NNS(=O)(=O)c3ccccc3)C2=O)cc1
    -4%, x, 2%
Nc1nc(N)nc(-c2cccc(Cl)c2Cl)n1
    -7%, -3%, -10%
COc1ccc(CCNC(=O)c2cc3c(=O)oc4ccc(C)cc4c3s2)cc1OC
    x, 6%, 13%
NS(=O)(=O)c1ccc2nc(NC(=O)Nc3ccccc3F)sc2c1
    -1%, 8%, 13%
COc1cccc(CC(=O)OCC(=O)N2CCN(c3ccc(F)cc3)CC2)c1
    -3%, -1%, -6%
O=C(CN1C(=O)COc2ccccc21)NCCN1CCc2ccccc2C1
    -4%, -4%, -3%
Cc1c(NC(=O)C(C)OC(=O)COc2cccc3c2OC(C)(C)C3)c(=O)n(-c2ccccc2)n1C (stereo not given)
    4%, 2%, 1%
Cc1ccc(Cl)cc1NC(=O)c1sc2nc(-c3ccccc3)cn2c1C
    x, 2%, -5%
Cc1ccc(S(=O)(=O)N2CCN(C(=O)CCOc3cc(C)ccc3C)CC2)cc1
    x, 0%, -16%
CC(C)C(NC(=O)c1cccc(S(=O)(=O)N2CCOCC2)c1)C(=O)NCCc1ccccn1 (stereo not given)
    -5%, 3%, 2%
CC(=O)Nc1cc[n+](CC(=O)c2cccc([N+](=O)[O-])c2)cc1
    1%, x, -16%
COc1ccc(C2NCCC3(O)CCCCC23)c(OC)c1OC (stereo not given)
    3%, 6%, -5%
